MOR-DOR inv ag: inverse agonists of MOR-DOR heterodimerization, primary screen, cell-based, luminescence; hit rate 0.21% among 340,000; cell-based MOR-DOR heterodimer luminescence, inverse agonism; inhibition, % at 9.3 µM; in the data active = inhibition above about 22%, passing the limit was not always enough;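 note: 0% = cells with DMSO and 100% = wells without cells with DMSO; values of inactives mirror those of a sister screen read the other way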
MOR-DOR ag: agonists of OPRM1-OPRD1 heterodimerization, primary screen, cell-based, luminescence; cells; activation, % at 9.3 µM; hit rate 0.3% among 340,000; in the data active = activation above about 18%;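 note: 0% = vehicle-treated cells and 100% = reference agonist; values of inactives mirror those of a sister screen read the other way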
PKA-R2B act: activators of PKA-R2B holoenzyme, primary screen, biochemical, fluorescence polarization, Cy5-IP20, human; hit rate 0.079% among 340,000; cAMP-dependent protein kinase catalytic subunit beta (Homo sapiens) + cAMP-dependent …; AID 504700, 2011; PKA-R2B holoenzyme dissociation; R2B truncated from residue 108, S112A mutant; 0% DMSO only, 100% 113 µM cGMP; activation, % at 11.4 µM;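 active = activation above a cutoff set at the mean over all compounds plus 3 SD, cut at about 18% in these data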;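 note: higher means more holoenzyme dissociation and a rise in polarization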
Target sequence (P31323 whole entry, looked up, other chains not shown, the tested form may be a part): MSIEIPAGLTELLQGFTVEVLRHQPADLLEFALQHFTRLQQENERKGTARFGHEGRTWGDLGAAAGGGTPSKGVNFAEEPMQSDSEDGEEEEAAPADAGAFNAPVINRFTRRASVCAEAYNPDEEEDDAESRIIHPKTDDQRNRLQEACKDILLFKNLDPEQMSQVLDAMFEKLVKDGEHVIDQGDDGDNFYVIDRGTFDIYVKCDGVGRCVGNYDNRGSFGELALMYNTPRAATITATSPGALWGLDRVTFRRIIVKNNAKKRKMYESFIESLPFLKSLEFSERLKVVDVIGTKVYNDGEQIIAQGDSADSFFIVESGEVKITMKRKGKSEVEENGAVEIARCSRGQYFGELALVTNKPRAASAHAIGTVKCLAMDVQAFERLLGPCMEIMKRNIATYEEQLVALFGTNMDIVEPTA
Arrestin-AP2 inh: inhibitors of beta-arrestin/AP2 binding, primary screen, biochemical, GPCR trafficking, flow cytometry; FITC-arrestin peptide / GST-AP2 beads; AP2 beta2 appendage carries R879A mutation; inhibition, % at 10 µM; beta-arrestin 1 C-terminal peptide binding to AP2 beta2-adaptin appendage (human); AID 504490, 2011; hit rate 0.31% among 340,000;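 active = inhibition above a set limit, near 3 SD of compounds lacking own fluorescence, cut at about 54% in these data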;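 note: plate controls were DMSO wells for no effect and 5 µM unlabelled arrestin peptide for full effect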
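System: GST-AP2 R879A glutathione beads; medium: PBS, Tween 20 0.05%, BSA 0.1%; reagent: fluorescein-tagged arrestin peptide at 50 nM final; schedule: pre-incubation 12 min, peptide binding 1 h, room temperature; detection: flow cytometry, FL1 (488/535 nm); read-out: inhibition as reduced fluorescein signal on beads, percent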
PKA-R1A act: activators of PKA-R1A holoenzyme, primary screen, biochemical, fluorescence polarization, Cy5-IP20, bovine R1A, mouse PKAc | PKA-R1A dissociation; scaled: DMSO 0%, 113 µM cGMP 100% | activation, % at 11.4 µM | hit rate 0.083% among 340,000 | AID 504707, 2011 | cAMP-dependent protein kinase type I-alpha regulatory subunit (Bos taurus) + …;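 active = percent activation above the mean of all tested compounds plus 3 SD, cut at about 19% in these data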;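 note: higher means more PKAc released from R1A so a rise in polarization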
HTR5A ag ctr: HTR5A agonists in luminescence cell assay, primary screen, counter-screen for OPRM1-OPRD1 heterodimer agonist project, full-deck HTS; 5-hydroxytryptamine receptor 5A (Homo sapiens), P47898; cell-based; activation, % at 9.3 µM; hit rate 0.61% among 340,000; in the data active = activation mostly above about 9.5%, no sharp cut-off; inactive = mostly below about 7.6%;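 note: 0% = cells with vehicle only and 100% = reference agonist; strong numbers were not always called active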
Pemphigus Ab inh: inhibitors of pemphigus antibody binding to DSG3, primary screen, biochemical, bead-based, flow cytometry, scFv-GFP; DSG3-coupled beads, scFv-anti-DSG3-GFP binding; hits give low values; binding (percent of control), % at 10 µM; hit rate 0.48% among 310,000; AID 588358, 2011;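 active = binding more than 3 SD below its plate's average and above zero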;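 note: hits lower antibody fragment binding to DSG3; some compounds called inactive have numbers as strong as hits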
V-ATPase pH: regulators of yeast V-ATPase proton pumping, primary screen, pHLuorin cytosolic pH fluorescence; hit rate 0.37% among 350,000; S. cerevisiae; response, % at 10 µM; AID 504577, 2011; in the data active = response mostly above about 7.3%, no sharp cut-off; inactive = mostly below about 5.4%; note: actives read high; inactives centre near 0; some compounds called inactive have numbers as strong as hits; reference of the scale not given here
DAGLB inhibitor: DAGLB lipase inhibitors, primary screen, biochemical, fluorescence, HTS | HEK293T DAGLB membrane lysate, EnzChek fluorogenic substrate | inhibition, % at 5.17 µM | hit rate 0.059% among 340,000 | AID 504411, 2011; in the data active = inhibition above about 34%;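 note: 0% = enzyme with vehicle and 100% = wells lacking enzyme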
Target sequence (Q8NCG7 whole entry, looked up): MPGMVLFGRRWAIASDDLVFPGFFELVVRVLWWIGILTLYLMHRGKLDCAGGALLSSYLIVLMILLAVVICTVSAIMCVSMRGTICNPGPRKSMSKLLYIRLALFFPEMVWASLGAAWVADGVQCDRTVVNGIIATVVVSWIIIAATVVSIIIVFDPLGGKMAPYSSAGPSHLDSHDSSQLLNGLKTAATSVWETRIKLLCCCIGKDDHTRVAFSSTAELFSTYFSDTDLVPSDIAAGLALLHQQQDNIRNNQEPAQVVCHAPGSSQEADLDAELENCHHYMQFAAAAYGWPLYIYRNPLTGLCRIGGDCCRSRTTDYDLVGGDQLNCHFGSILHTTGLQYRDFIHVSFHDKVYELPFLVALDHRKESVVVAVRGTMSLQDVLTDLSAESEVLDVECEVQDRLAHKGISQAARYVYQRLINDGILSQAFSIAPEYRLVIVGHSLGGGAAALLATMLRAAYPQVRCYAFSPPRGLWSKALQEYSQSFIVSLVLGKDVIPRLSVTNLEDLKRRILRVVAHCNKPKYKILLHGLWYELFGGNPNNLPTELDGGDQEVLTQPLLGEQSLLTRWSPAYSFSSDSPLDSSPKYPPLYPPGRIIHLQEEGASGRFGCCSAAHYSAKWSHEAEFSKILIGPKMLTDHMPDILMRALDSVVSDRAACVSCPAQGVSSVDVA
HTR5A inv ag: HTR5A inverse agonists in luminescence cell assay, primary screen, counter-screen for OPRM1-OPRD1 heterodimer inverse agonist project, full-deck HTS; 5-hydroxytryptamine receptor 5A (Homo sapiens), P47898; HTR5A cell line, inverse agonism; inhibition, % at 9.3 µM; hit rate 0.083% among 340,000; AID 504634, 2011; in the data active = inhibition mostly above about 23%, no sharp cut-off; inactive = mostly below about 18%;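 note: 0% = cells with DMSO and 100% = no-cell wells with DMSO; some compounds called inactive have numbers as strong as hits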
The depositor's hits bear a star.

How did C=C(CCO)C1=CCN(S(=O)(=O)C(C)(C)C)[C@@H]1CCO do in these assays?
MOR-DOR inv ag: 11; MOR-DOR ag: -2.4; PKA-R2B act: 0; Arrestin-AP2 inh: 2; PKA-R1A act: 1; HTR5A ag ctr: -3; Pemphigus Ab inh: 106; V-ATPase pH: -2; DAGLB inhibitor: -2; HTR5A inv ag: 12

Results for CCOC(=O)c1sc(NC(=O)CCCCl)nc1C ?
MOR-DOR inv ag: -1; MOR-DOR ag: 0.2; PKA-R2B act: 1; Arrestin-AP2 inh: -3; PKA-R1A act: 0; HTR5A ag ctr: 0; Pemphigus Ab inh: 97; V-ATPase pH: 3; DAGLB inhibitor: -2; HTR5A inv ag: 1

How did O=C(Nc1ccc(F)cc1Cl)C1=COCCO1 do in these assays?
MOR-DOR inv ag: 9; MOR-DOR ag: -1.6; PKA-R2B act: -1; Arrestin-AP2 inh: 35; PKA-R1A act: 2; HTR5A ag ctr: 0; Pemphigus Ab inh: 96; V-ATPase pH: -4; DAGLB inhibitor: -1; HTR5A inv ag: -2

How did O=C(Cn1c(CO)nc2ccccc21)Nc1ccccc1Cl do in these assays?
PKA-R2B act: 2; Arrestin-AP2 inh: 4; PKA-R1A act: 1; Pemphigus Ab inh: 97; V-ATPase pH: 0; DAGLB inhibitor: 0

What do the screens show for `CCCN1CCN(S(=O)(=O)c2cn(C)nc2C)CC1`?
MOR-DOR inv ag: 8; MOR-DOR ag: -1.5; PKA-R2B act: -6; Arrestin-AP2 inh: -10; PKA-R1A act: -2; HTR5A ag ctr: 4; Pemphigus Ab inh: 109; V-ATPase pH: -2; DAGLB inhibitor: -2; HTR5A inv ag: -14

Results for NC1=NC[C@@H](Cc2ccc(O)cc2)N1CCc1cccc2ccccc12 ?
MOR-DOR inv ag: 3; MOR-DOR ag: -0.5; PKA-R2B act: 2; PKA-R1A act: 2; HTR5A ag ctr: 1; Pemphigus Ab inh: 109; V-ATPase pH: -1; DAGLB inhibitor: -1; HTR5A inv ag: 10

What do the screens show for `CCOC(=O)[C@@H]1[C@H]2COc3cc(OC)ccc3[C@@H]2N2C(=O)N(c3ccc(Cl)cc3)C(=O)[C@]12C`?
MOR-DOR inv ag: 6; MOR-DOR ag: -1.1; PKA-R2B act: 4; Arrestin-AP2 inh: 6; PKA-R1A act: -4; HTR5A ag ctr: 1; Pemphigus Ab inh: 104; V-ATPase pH: -4; DAGLB inhibitor: -8; HTR5A inv ag: -3

How did N#CCCN(C(=O)CSc1ncccn1)c1ccc2c(c1)OCCO2 do in these assays?
MOR-DOR inv ag: 17; MOR-DOR ag: -4.1; PKA-R2B act: -9; Arrestin-AP2 inh: -7; PKA-R1A act: 2; HTR5A ag ctr: -2; Pemphigus Ab inh: 106; V-ATPase pH: -2; DAGLB inhibitor: -2; HTR5A inv ag: 6

How did O=C(c1cc2nc(-c3ccccc3)cc(-c3ccccc3)n2n1)N1CCCC1 do in these assays?
MOR-DOR inv ag: 7; MOR-DOR ag: -1.4; PKA-R2B act: -4; Arrestin-AP2 inh: -6; PKA-R1A act: 5; HTR5A ag ctr: 1; Pemphigus Ab inh: 99; V-ATPase pH: 0; DAGLB inhibitor: -4; HTR5A inv ag: -2

What do the screens show for `Cc1ccc(S(=O)(=O)N2CCN(C)CC2)cc1C`?
MOR-DOR inv ag: 10; MOR-DOR ag: -1.9; PKA-R2B act: -5; Arrestin-AP2 inh: 1; PKA-R1A act: -6; HTR5A ag ctr: -4; Pemphigus Ab inh: 117; V-ATPase pH: -3; DAGLB inhibitor: 0; HTR5A inv ag: -7

What do the screens show for `CS(=O)(=O)c1ccc(N)cc1`?
MOR-DOR inv ag: 4; MOR-DOR ag: -0.9; PKA-R2B act: -9; Arrestin-AP2 inh: 2; PKA-R1A act: 1; HTR5A ag ctr: 0; Pemphigus Ab inh: 108; V-ATPase pH: 1; DAGLB inhibitor: 0; HTR5A inv ag: 1

Results for Cc1ccc(C)c(OCCC(=O)OCC(=O)NCc2ccc(F)cc2)c1 ?
MOR-DOR inv ag: 14; MOR-DOR ag: -2.6; PKA-R2B act: -12; Arrestin-AP2 inh: -4; PKA-R1A act: 0; HTR5A ag ctr: 0; Pemphigus Ab inh: 108; V-ATPase pH: -4; DAGLB inhibitor: -4; HTR5A inv ag: -12

What do the screens show for `COC(=O)c1sccc1NC(=O)Nc1ccc(OC)cc1OC`?
MOR-DOR inv ag: 3; MOR-DOR ag: -0.5; PKA-R2B act: 6; Arrestin-AP2 inh: 0; PKA-R1A act: 1; HTR5A ag ctr: 5; Pemphigus Ab inh: 107; V-ATPase pH: 4; DAGLB inhibitor: 0; HTR5A inv ag: -13

What do the screens show for `CCN(C(=O)COC(=O)/C=C/c1nc2ccccc2s1)C1CCS(=O)(=O)C1` (configuration not stated)?
MOR-DOR inv ag: -11; MOR-DOR ag: 2.0; PKA-R2B act: -10; Arrestin-AP2 inh: -6; PKA-R1A act: -8; HTR5A ag ctr: -3; Pemphigus Ab inh: 102; V-ATPase pH: 4; DAGLB inhibitor: 0; HTR5A inv ag: 9

Results for Cc1cc(C)nc(SC(C)CNS(=O)(=O)c2ccccc2)n1 (configuration not stated) ?
MOR-DOR inv ag: 5; MOR-DOR ag: -0.9; PKA-R2B act: 0; Arrestin-AP2 inh: 4; PKA-R1A act: -1; HTR5A ag ctr: 5; Pemphigus Ab inh: 103; V-ATPase pH: -1; DAGLB inhibitor: -1; HTR5A inv ag: -13

Results for CC1(c2nnc(-c3ccc(F)cc3)o2)CC(c2ccc(Cl)cc2)=NO1 (configuration not stated) ?
MOR-DOR inv ag: -31; MOR-DOR ag: 5.5; PKA-R2B act: -14; Arrestin-AP2 inh: -9; PKA-R1A act: -3; HTR5A ag ctr: 1; Pemphigus Ab inh: 99; V-ATPase pH: -3; DAGLB inhibitor: -4; HTR5A inv ag: -9

What do the screens show for `O=C(Cc1ccc([N+](=O)[O-])cc1)Nc1cccnc1`?
MOR-DOR inv ag: -2; MOR-DOR ag: 0.3; PKA-R2B act: -6; Arrestin-AP2 inh: -8; PKA-R1A act: -4; HTR5A ag ctr: 2; Pemphigus Ab inh: 98; V-ATPase pH: -2; DAGLB inhibitor: 2; HTR5A inv ag: -6

Results for O=C(COC(=O)CCC(=O)c1cccs1)Nc1cc(S(=O)(=O)N2CCOCC2)ccc1Cl ?
MOR-DOR inv ag: 7; MOR-DOR ag: -1.5; PKA-R2B act: 7; Arrestin-AP2 inh: 8; PKA-R1A act: 1; HTR5A ag ctr: -3; Pemphigus Ab inh: 103; V-ATPase pH: -1; DAGLB inhibitor: -1; HTR5A inv ag: -5

What do the screens show for `CN(C)c1ccc(N=Nc2ccccc2C(=O)OCC(=O)N(C)C2CCCCC2)cc1`?
MOR-DOR inv ag: 6; MOR-DOR ag: -1.2; PKA-R2B act: -1; Arrestin-AP2 inh: 9; PKA-R1A act: -3; HTR5A ag ctr: 2; Pemphigus Ab inh: 105; V-ATPase pH: -3; DAGLB inhibitor: 3; HTR5A inv ag: -7

How did CC1CN(S(=O)(=O)c2cc(C(=O)N(CCc3ccccc3)Cc3ccccc3)ccc2Cl)CC(C)O1 (configuration not stated) do in these assays?
MOR-DOR inv ag: -4; MOR-DOR ag: 0.7; PKA-R2B act: -13; Arrestin-AP2 inh: -31; PKA-R1A act: -9; HTR5A ag ctr: -4; Pemphigus Ab inh: 122; V-ATPase pH: -5; DAGLB inhibitor: -14; HTR5A inv ag: 11

What do the screens show for `CCCCOc1ccc(C(=O)NCC(=O)NCCCn2nc(C)cc2C)cc1`?
MOR-DOR inv ag: 9; MOR-DOR ag: -2.2; PKA-R2B act: 4; Arrestin-AP2 inh: 24; PKA-R1A act: -2; HTR5A ag ctr: -4; V-ATPase pH: -3; DAGLB inhibitor: -1; HTR5A inv ag: 10

Results for O=C1C=C(c2cccc(CO)c2)C[C@@H](c2ccc3c(c2)OCO3)C1 ?
MOR-DOR inv ag: 19; MOR-DOR ag: -4.1; PKA-R2B act: -8; Arrestin-AP2 inh: 7; PKA-R1A act: -9; HTR5A ag ctr: 3; Pemphigus Ab inh: 104; V-ATPase pH: -2; DAGLB inhibitor: -2; HTR5A inv ag: 11

Results for COc1ccc(NC(C)=O)cc1S(=O)(=O)Nc1ccccc1C(=O)NCCc1ccccc1 ?
MOR-DOR inv ag: 2; MOR-DOR ag: -0.3; PKA-R2B act: -6; Arrestin-AP2 inh: 6; PKA-R1A act: -8; HTR5A ag ctr: -1; Pemphigus Ab inh: 113; V-ATPase pH: 8; DAGLB inhibitor: 1; HTR5A inv ag: -17

How did COc1cc(CNCCO)cc(Br)c1OCc1ccccc1Cl do in these assays?
MOR-DOR inv ag: -24; MOR-DOR ag: 4.6; PKA-R2B act: -1; Arrestin-AP2 inh: 7; PKA-R1A act: -11; HTR5A ag ctr: 8; Pemphigus Ab inh: 101; V-ATPase pH: -1; DAGLB inhibitor: -1; HTR5A inv ag: -35

Results for CCCOc1ccc(C(=O)C(CN2CCCC2)c2ccccc2)cc1 (configuration not stated) ?
MOR-DOR inv ag: 8; MOR-DOR ag: -1.2; PKA-R2B act: 5; Arrestin-AP2 inh: -8; PKA-R1A act: -10; HTR5A ag ctr: 1; Pemphigus Ab inh: 96; V-ATPase pH: 4; DAGLB inhibitor: 12; HTR5A inv ag: -6

What do the screens show for `COc1cccc(-n2c(SCC(=O)NCc3ccco3)nnc2-c2c[nH]c3ccccc23)c1`?
MOR-DOR inv ag: -20; MOR-DOR ag: 3.4; PKA-R2B act: -7; Arrestin-AP2 inh: -5; PKA-R1A act: -8; HTR5A ag ctr: -3; Pemphigus Ab inh: 99; V-ATPase pH: 3; DAGLB inhibitor: 1; HTR5A inv ag: 10

Two compounds picked at random from those above, as already listed:
What do the screens show for `CCCCOc1ccc(C(=O)NCC(=O)NCCCn2nc(C)cc2C)cc1`?
MOR-DOR inv ag: 9; MOR-DOR ag: -2.2; PKA-R2B act: 4; Arrestin-AP2 inh: 24; PKA-R1A act: -2; HTR5A ag ctr: -4; V-ATPase pH: -3; DAGLB inhibitor: -1; HTR5A inv ag: 10

How did CC1CN(S(=O)(=O)c2cc(C(=O)N(CCc3ccccc3)Cc3ccccc3)ccc2Cl)CC(C)O1 (configuration not stated) do in these assays?
MOR-DOR inv ag: -4; MOR-DOR ag: 0.7; PKA-R2B act: -13; Arrestin-AP2 inh: -31; PKA-R1A act: -9; HTR5A ag ctr: -4; Pemphigus Ab inh: 122; V-ATPase pH: -5; DAGLB inhibitor: -14; HTR5A inv ag: 11
